TSHR antagonist: human thyrotropin receptor antagonism; P16473; TSHR-expressing cells, TSH-stimulated cAMP HTRF, 2 h; active compounds read low; activity change, negative = inhibition, % at 11.5 µM; hit rate 0.2% among 330,000; AID 504810;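 active = activity change below a set negative limit, meaning inhibition stronger than a set level, cut at about -70% in these data; inconclusive = activity change between two set negative limits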; also: % is scaled to controls: 0 for no effect and ±100 for the full control effect
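Read-out is FRET at 665 nm (cryptate excitation 337 nm) from a cryptate-tagged anti-cAMP antibody, competed by cell cAMP against cAMP-d2. Compounds are tested on freshly harvested TSHR cells challenged with 4nM TSH (EC80) for 2 hours at 37 deg C.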
AT treatment: potential ataxia-telangiectasia treatments restoring KAP-1 phosphorylation; AID 485349; hit rate 0.19% among 320,000; Potency, µM (highest dose often 57.5 µM), for the others: at the highest dose activation, most hits filed as activators; […] A-T fibroblasts, KAP-1 phosphorylation AlphaLISA; neocarzinostatin DNA damage 30 min before lysis; also: potency is read from the fitted curve at half-maximal effect; % of control where 0% means no effect; nearly all actives have a fitted effect of over 45% in size
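ATM-like activity read as KAP-1 phosphorylation via AlphaLISA donor/acceptor antibody pairs after lysis and 6 hr at 25C. Cells were ATM-null patient fibroblasts ([…], hTERT), dosed 60 min, then exposed to the DSB inducer NCS for 30 min.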
PTAP TSG101 blk: blocks PTAP/TSG101 interaction to inhibit HIV-1 budding; Fluorescence polarization, FITC-PTAP peptide / Tsg101 binding; Potency, µM (highest dose often 115 µM), for inactives: at the top dose activity change, negative = inhibition, actives largely listed as inhibitors; Q99816; 340,000 tested, under 10 active; active = well fitted inhibition curve with a large enough effect in the main read-out, with a control signal flat, not every such curve was filed as active; inconclusive = small, poorly fitted or top-dose-only effect, or effect the other way, or a change in a side signal; inactive = no such curve, though single readings can be large or run the other way; also: potency is read from the fitted curve at half-maximal effect; % of control where 0% means no effect
Target sequence (Q99816 whole entry, looked up): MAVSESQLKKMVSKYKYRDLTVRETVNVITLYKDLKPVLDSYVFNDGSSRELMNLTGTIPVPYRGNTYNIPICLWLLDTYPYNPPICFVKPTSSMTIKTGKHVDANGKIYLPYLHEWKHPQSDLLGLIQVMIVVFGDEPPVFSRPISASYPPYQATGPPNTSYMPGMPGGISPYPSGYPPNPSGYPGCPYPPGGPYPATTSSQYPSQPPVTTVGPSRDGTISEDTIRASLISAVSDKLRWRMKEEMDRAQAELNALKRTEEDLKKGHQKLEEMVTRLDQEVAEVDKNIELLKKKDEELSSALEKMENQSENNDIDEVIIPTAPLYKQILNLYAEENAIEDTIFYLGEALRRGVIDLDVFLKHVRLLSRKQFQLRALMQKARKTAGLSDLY
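Compounds were pin-transferred onto Tsg101 binding domain (10 uM final) in HEPES pH 7.5 buffer, then FITC-PTAP peptide was added at 50 nM final. After 20 min at RT, polarization reported peptide displacement across a qHTS concentration series.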
Integrin act MD: integrin-mediated muscular dystrophy alleviation activation | alpha7betagal myoblasts, beta-gal FDG fluorescence, 48 h | Potency, µM (highest dose often 38.3 µM), for inactives: at the top dose activation, most hits filed as activators | hit rate 0.064% among 350,000;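 also: potency is read from the fitted curve at half-maximal effect; 100% = response of the positive control SU9516; nearly all actives have a fitted effect of over 60% in size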
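Alpha7betagal+/- myoblasts (passage 13) were plated 16-24 hr, then exposed to compounds (1:260 dilution of DMSO stock) for 48 hours at 37C. After MPER lysis, β-galactosidase reporter activity was read as FDG fluorescence (ex 480/em 540) after 30 minutes.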
Mito fusion act: blocks mitochondrial division or promotes mitochondrial fusion | S. cerevisiae fusion-defective mutant growth rescue, CellTiterGlo 48 h | Potency, µM (top dose mostly 46.1 µM), inactives show at the top dose growth rescue (activation), actives largely listed as activators | hit rate 0.23% among 320,000;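 also: potency is read from the fitted curve at half-maximal effect; % of control where 0% means no effect; nearly all actives have a fitted effect of over 45% in size; temperature-sensitive fusion mutants such as fzo1-1 at 37 °C on non-fermentable ethanol glycerol medium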
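Temperature-sensitive fusion-defective S. cerevisiae (e.g. fzo1-1, mgm1-5) were grown with compound in YPEG medium (3% ethanol, 3% glycerol) for 48 hours at 37C. Growth rescue was measured as viability by CellTiterGlo luminescence after 10 minutes at ambient.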
Eya2 phos inh: Eya2 (human) phosphatase inhibition | O00167 | recombinant Eya2, OMFP fluorescence dephosphorylation (OMFP is methylfluorescein phosphate) | Potency, µM (series often up to 76.9 µM), for the others: top-dose activity, negative = inhibition, usual class: inhibitors | hit rate 0.006% among 330,000; also: potency is read from the fitted curve at half-maximal effect; % is scaled to controls: 0 for no effect and ±100 for the full control effect
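Eya2 protein (added as 0.2 uM solution) was preincubated with compound for 10 min at ambient temperature in 50 mM HEPES pH 7.5, 50 mM NaCl, 5 uM MgCl2, 0.05% BSA, 1 mM DTT. OMFP (added at 50 uM) then reacted 10 min; fluorescence read at 485/525 nm.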
ASM inhibitor: inhibitors of human secretory acid sphingomyelinase | P17405 | placental ASM, HMU-PC fluorogenic substrate, 60 min | Potency, µM (highest dose often 57.5 µM), inactives show at the highest dose activity change, negative = inhibition, actives largely listed as inhibitors | hit rate 0.006% among 340,000 | AID 504937; also: potency is read from the fitted curve at half-maximal effect
Target sequence (P17405 47-631 limits assumed): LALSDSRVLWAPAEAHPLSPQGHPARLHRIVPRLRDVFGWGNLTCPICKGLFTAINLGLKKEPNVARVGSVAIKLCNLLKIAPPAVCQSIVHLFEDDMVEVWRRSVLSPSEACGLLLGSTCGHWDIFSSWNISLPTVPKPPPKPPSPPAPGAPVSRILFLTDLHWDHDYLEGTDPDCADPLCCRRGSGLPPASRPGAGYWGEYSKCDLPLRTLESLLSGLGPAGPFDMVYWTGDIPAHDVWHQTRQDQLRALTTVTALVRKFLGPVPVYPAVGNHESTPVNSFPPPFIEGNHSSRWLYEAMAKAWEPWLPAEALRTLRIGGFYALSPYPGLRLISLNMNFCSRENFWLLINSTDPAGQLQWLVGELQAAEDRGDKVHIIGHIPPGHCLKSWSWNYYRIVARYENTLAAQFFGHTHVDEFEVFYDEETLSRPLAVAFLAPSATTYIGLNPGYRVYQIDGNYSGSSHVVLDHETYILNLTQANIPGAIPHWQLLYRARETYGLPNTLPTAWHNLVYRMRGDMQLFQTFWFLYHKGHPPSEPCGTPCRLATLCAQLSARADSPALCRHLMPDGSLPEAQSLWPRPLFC
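Fluorescence read-out (Ex 386 nm, Em 447 nm) after stopping the reaction at pH 10. Enzyme: ASM from human placenta; substrate HMU-PC0, 9 uM final; 60 min, 37 °C. Compound preincubation 10 min, ambient temperature.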
Chronic BCR inh: inhibitors of chronic active B-cell receptor signaling; ABC-DLBCL IkBa-CBG/CBR reporter, luminescence ratio, 4 h; Potency, µM (top dose mostly 46.1 µM), without a hit: at the highest dose ratio change, negative = lower green/red ratio, actives largely listed as inhibitors; AID 493014; hit rate 0.05% among 340,000; active = well fitted inhibition curve with a large enough effect in the signal ratio, with a control signal flat, not every such curve was filed as active; inconclusive = small, poorly fitted or top-dose-only effect, or effect the other way, or a change in a side signal; the % refers to the signal ratio;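 also: potency is read from the fitted curve at half-maximal effect; plate controls were basal doxycycline-induced cells for no effect and cells given 10 µM MG132 for full effect; MG132 reads +100%, hits lower the ratio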
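Compounds up to 46 uM were incubated four hours with TMD8 cells whose green CBG68 luciferase is fused to IkappaBalpha; red CBR luminescence normalised the signal, and concentration-effect curves were fitted to fusion, red and ratio data.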
Tb PFK inh: T. brucei PFK enzyme inhibition; O15648; T. brucei PFK, ADP-Glo luminescence; Potency, µM (top dose mostly 57.5 µM), inactives show top-dose activity, negative = inhibition, hits mostly inhibitors; hit rate 0.17% among 330,000; AID 485367;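 also: potency is read from the fitted curve at half-maximal effect; 0% = uninhibited 1x PFK enzyme wells and -100% = no-enzyme wells; nearly all actives have a fitted effect of over 60% in size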
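ADP-Glo luminescence quantified ADP after 45 min at room temperature, with 1.25 nM T. brucei PFK, 0.1 mM ATP and 0.5 mM fructose-6-phosphate in pH 8.0 TEA buffer. qHTS titrations up to 57 µM; curves classified by quality.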
ELG1 DNA repair: inhibitors of ELG1-dependent DNA repair in HEK293T cells; hit rate 2.3% among 330,000; Potency, µM (doses to about 46.1 µM), for inactives: at the top dose activity change, negative = inhibition, actives largely listed as inhibitors; HEK293T ELG1-luciferase reporter, luminescence, 16 h; DNA damage induced by 5-fluorouridine; also: potency is read from the fitted curve at half-maximal effect; % is scaled to controls: 0 for no effect and ±100 for the full control effect; nearly all actives have a fitted effect of over 55% in size
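Step one: seed 2,000 cells per well. Step two: pin-transfer compound or DMSO alongside 5-fluorouridine. Step three: incubate 16 hr, 37 °C, 5% CO2. Step four: add ONE-Glo, wait 30 min, read luminescence.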
TCR act: activates T cell receptor signaling | primary human leukocytes, anti-CD3, IL-2 HTRF, 48 h | Potency, µM (top dose mostly 9.22 µM), for the others: top-dose activation of IL-2 secretion, actives largely listed as activators | 330,000 tested, under 10 active; also: % of control where 0% means no effect
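Primary human leukocytes were stimulated with a-CD3 beads plus compounds for 48 hr without co-stimulation; secreted IL-2 was quantified by HTRF using a-IL-2-K (europium cryptate) and a-IL-2-d2, excited at 320nm with acceptor emission read at 665nm.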
Active calls of the source: *; ? = inconclusive; . = not tested or not shown; [ ] = another dose, or the depositor's remark. Unless noted, calls follow the shape of the dose curve; as a rule, active = well fitted curve in the direction sought with a large enough effect; inconclusive = small, poorly fitted or top-dose-only effect, or another doubt; inactive = no such curve, though single readings can be large; an effect the other way counts as inactive or inconclusive.

SMILES | TSHR antagonist | AT treatment | PTAP TSG101 blk | Integrin act MD | Mito fusion act | Eya2 phos inh | ASM inhibitor | Chronic BCR inh | Tb PFK inh | ELG1 DNA repair | TCR act
Cc1c(C(=O)O)sc2nc3n(c(=O)c12)CCC3 | 1 | 2% | -7% | ? | 6% | -7% | 7% | 3% | 0% | 14% | 4%
Cc1cc(C)cc(NC(=S)/C(=C(\[O-])c2ccc(Cl)s2)[n+]2cccc(C)c2)c1 | -4 | -4% | 2% | 27% | 0% | -20% | -5% | -1% | 2% | -7% | -13%
CCOC(=O)c1ccc(-n2c(C)nc3ccccc3c2=O)cc1 | -2 | 3% | 0% | 3% | 6% | -3% | 0% | -2% | 1% | ? | -20%
Clc1nc2ccccc2cc1/C=N/Nc1nc2ccccc2[nH]1 | 5 | 2% | -3% | -12% | -6% | 3% | -2% | -2% | 3% | ? | 2%[46.1 µM]
CCOc1ccccc1-c1nc(C(N)=O)c2[nH]c(=O)n(-c3cccc(C)c3)c2n1 | 1 | -3% | -3% | -11% | 1% | 6% | 82%[activator] | ? | 4% | ? | 6%
O=C(Nc1ccc(NC(=O)c2ccncc2)cc1)c1ccncc1 | 4 | -2% | . | . | -1% | -25% | . | ? | -1% | 0% | .
Cc1nc(SC2CC(=O)N(c3ccc([N+](=O)[O-])cc3)C2=O)nc2c1CCCC2 (stereo not drawn) | 2 | 5% | -8% | 19% | -17% | -2% | -7% | 1% | 1% | 0% | -2%
COc1ccc(S(=O)(=O)N(CC(=O)O)c2ccccn2)cc1 | 23 | 3% | -1% | -17% | -2% | 2% | 3% | ? | -1% | 9% | -2%
O=C(CCc1nc2ccccc2c(=O)[nH]1)NCC(=O)Nc1ccc(F)c(F)c1 | 8 | -1% | -4% | -15% | -2% | 3% | 0% | -5% | -6% | 2% | 1%
Cc1c(C)c2c(OCC(=O)NC3CC3)cc3c(c2oc1=O)CCC(C)(C)O3 | -19 | -1% | -4% | -17% | 11% | 0% | 53%[activator] | -1% | -2% | -1% | -22%
COc1ccccc1CN1C(=O)[C@@H]2C(CC(N)=O)NC3(C(=O)Nc4c3ccc(Cl)c4C)[C@@H]2C1=O (stereo partly drawn) | 2 | 17% | -6% | 2% | 4% | 2% | 2% | -7% | -2% | -3% | 6%
O=C(c1ccccc1Cl)N1CCSCC1 | 9 | 7% | -4% | -3% | -7% | 9% | 2% | 5% | -3% | -8% | 1%
C=CCN(C(=O)c1csnn1)C(C(=O)NC1CCCC1)c1ccccc1 (stereo not drawn) | 12 | -8% | -1% | -1% | -2% | 4% | 3% | 10% | -2% | -11% | -3%
Cn1c(=O)c2c(nc(Oc3ccc4ccccc4c3)n2C)n(C)c1=O | -11 | -1% | -5% | -6% | 18% | -5% | -3% | 2% | 3% | 4.1µM* | 3%
Cc1ccc(-c2noc(-c3ccccc3Br)n2)cc1 | -10 | 26% | -2% | 0% | 9% | 4% | -7% | -2% | 2% | ? | 4%
CN1CCN(CC(=O)N2CCn3c4c(c5cc(C6CCCCC6)ccc53)CCCC42)CC1 (stereo not drawn) | . | 2% | -3% | -52%[inhibitor] | -33%[inhibitor] | -12% | ? | ? | -5% | ? | 1%
C=CCNC(=S)Nc1nc2c(cc1C(=O)OCC)COC(C)(C)C2 | -2 | -31% | 0% | -13% | -2% | 1% | -1% | 6% | -2% | ? | 7%
Cn1cc(-c2ccc(Cl)cc2)cc(C#N)c1=O | -9 | 4% | 4% | -6% | -5% | 13% | 280%[activator] | ? | -3% | 14% | 4%
COCCn1c(SCC(=O)NCCc2ccccc2)nnc1-c1ccco1 | 1 | 0% | -1% | 7%[7.66 µM] | -1% | 1% | 1% | 2% | 1% | 1% | 4%
O=C1CN(C(=O)CSc2nc3c(cnn3-c3ccccc3)c(=O)[nH]2)c2ccccc2N1 | -12 | 6% | 0% | 13% | -2% | -17% | -2% | 4% | 0% | -2% | -3%
COc1ccc(CCNC(=O)Oc2ccccc2)cc1OC | -7 | 2% | 0% | -1% | -5% | -21% | 5% | 0% | -3% | -2% | -2%
O=C1CC(c2ccc(O)c(O)c2)Oc2c1ccc(O)c2O (stereo not drawn) | 0 | -62%[inhibitor] | -1% | -9% | -4% | 16% | -4% | 9% | ? | 12% | 7%
CCc1ccc(NC(=O)c2cccnc2)cc1 | -2 | -1% | -9% | 1% | -4% | -13% | 1% | 1% | -7% | ? | -1%
Cc1noc(C)c1CN(C(=S)NC1CC2CCC1C2)c1ccccc1 (stereo not drawn) | -10 | 10% | 2% | -7% | -9% | -22% | 0% | 7% | 2% | ? | 4%
CCN1C(=O)C(CC(=O)Nc2ccccc2)N(Cc2ccccn2)C1=S (stereo not drawn) | -1 | -3% | -4% | 0% | -5%[9.22 µM] | ? | 0% | -13% | -1% | -11% | 4%
CCOC(=O)C1CCN(C(=O)CN(c2ccc(OC)cc2)S(=O)(=O)c2c(C)nn(C)c2C)CC1 | -2 | 5% | -1% | 5% | 2% | -5% | -3% | ? | 2% | 12% | 1%
O=C(Nc1ccnn1C1CCN(Cc2cccc(F)c2F)CC1)C1CCCC1 | 10 | 6% | . | -2% | -2% | -23% | -1% | -2% | 1% | -6% | -4%
CC1CC(c2ccccc2)NS(=O)(=O)O1 (stereo not drawn) | 16 | 3% | -2% | -9% | -2% | 2% | 6% | 1% | -4% | 8% | 13%
CCOc1ccc(-n2c(SCc3ccc(C(=O)OC)o3)nc3c(c2=O)SCC3)cc1 | 2 | -2% | -8% | -18% | 19% | -26% | -4% | -3% | 8% | 0% | .
CCCC(=O)Nc1sc2c(c1C#N)CCCCC2 | 3 | 6% | 0% | 19% | 17% | -5% | 1% | ? | -5% | ? | 2%[46.1 µM]
COC(=O)[C@H](Cc1ccccc1)NC(=O)c1ccc2ccccc2n1 | -4 | 8% | 1% | ? | 3% | 8% | -5% | ? | 0% | ? | 0%
O=C(O)c1ccccc1/C=N/Nc1ccc(S(=O)(=O)N2CCCC2)cc1[N+](=O)[O-] | -11 | -8% | -2% | 0% | -2% | 11% | -1% | ? | 3% | ? | 0%
Cn1cc(CN2CCc3c([nH]c4ccccc34)C2C(C)(C)C)cn1 (stereo not drawn) | 13 | 2% | -3% | 7% | -1% | -4% | 13% | ? | 2% | -10% | -6%
O=C(COC(=O)CNC(=O)C1CCCCC1)Nc1ccc2c(c1)OCCO2 | -9 | 1% | -3% | 2% | ? | -30% | -4% | -2% | 1% | 1% | -67%
Cc1cc(OCC(=O)Nc2ccc(N3CCN(C(=O)c4ccco4)CC3)cc2)cc(C)c1Cl | -38 | 5% | -9% | 23% | 7% | -42% | -1% | 10% | 0% | ? | -3%
CCOC(=O)C(=O)N(CC)C1CCS(=O)(=O)C1 (stereo not drawn) | 14 | -1% | 2% | -1% | 5% | 0% | 1% | -9% | 2% | -3% | -2%
Cc1ccc(OC(=O)c2cc(=O)c3ccccc3o2)cc1 | 10 | 1% | -5% | 4% | 0% | -2% | -4% | -2% | 9% | 10% | -13%[46.1 µM]
CC(C)(C)NC(=O)NC(=O)COC(=O)COc1ccc(Cl)cc1Cl | -3 | -5% | -4% | 11% | -8% | 2% | -2% | -3% | 15% | 8% | -8%
O=C(/C=C/Nc1cccc(F)c1)c1ccco1 | -6 | . | -5% | -18% | -1% | -15% | 54%[activator] | ? | -5% | ? | .
Cc1cc(C)n(C(=O)c2nn(C)c(C)c2[N+](=O)[O-])n1 | 7 | . | -6% | 1%[7.66 µM] | -1% | 5% | -2% | 11% | -1% | -1% | 1%[46.1 µM]

Screens from PubChem BioAssay.
